NOD2-RIPK2 inh – NOD2-RIPK2 protein interaction inhibition. 360,000 tested, 0.38% active. AID 624267. inhibition, % at 4.98 µM. CHO BLA complementation NOD2-RIPK2, CCF4 ratio; in the data active = inhibition above about 21%;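 note: 0% = vehicle only and 100% = reference blocker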
ABHD5-PLIN5 inh – inhibitors of human ABHD5-perilipin-5 interaction. Q00G26+Q8WTS1. Split G. princeps luciferase complementation, luminescence, 4 h. inhibition, % at 4 µM. 360,000 tested, 0.78% active. AID 602281;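 active = inhibition above the mean inhibition across every tested compound plus 3 SD, cut at about 22% in these data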;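 note: 0% = DMSO only wells and the 100% control is not disclosed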
MC4R antagonist – antagonists of human melanocortin 4 receptor (MC4R) | MC4R-expressing cells, MTII-stimulated cAMP, LANCE TR-FRET | inhibition, % at 6.5 µM | 360,000 tested, 0.48% active | AID 540295;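 active = inhibition above its plate's cutoff, the mean of tested wells on that plate plus 3 SD, cut at about 29% in these data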;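 note: 0% = Melanotan II alone and 100% = Melanotan II plus saturating MCL0020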
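System: U2OS-MC4R stable cell line; Technique: Eu-cAMP/anti-cAMP TR-FRET, emission 671 nm; Repeats: single well per compound; Also added: Melanotan II; Dosing: one concentration, 6.5 µM nominal; Schedule: 30-min compound, 1-h challenge, 1-h detection, room temperature.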
TLR9-MyD88 inh – TLR9-MyD88 interaction inhibition; Q9NR96+Q99836; CHO BLA complementation TLR9-MyD88, CCF4 FRET ratio; inhibition, % at 4.98 µM; 340,000 tested, 0.21% active; AID 504734;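 active = inhibition above the mean over all tested compounds plus 3 SD, cut at about 21% in these data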;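 note: 0% = DMSO only wells and 100% = clavulanate BLA inhibitor control wells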
Target sequence (Q99836 whole entry, looked up): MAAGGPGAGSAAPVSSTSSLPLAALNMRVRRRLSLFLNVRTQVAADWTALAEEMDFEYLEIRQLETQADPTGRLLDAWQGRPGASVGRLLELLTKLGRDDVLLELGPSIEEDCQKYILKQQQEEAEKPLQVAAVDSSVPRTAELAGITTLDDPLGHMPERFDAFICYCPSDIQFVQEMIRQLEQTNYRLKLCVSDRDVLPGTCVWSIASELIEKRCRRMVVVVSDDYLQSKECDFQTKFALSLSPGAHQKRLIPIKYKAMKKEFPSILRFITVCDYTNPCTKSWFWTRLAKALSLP
Target sequence (Q9NR96 whole entry, looked up): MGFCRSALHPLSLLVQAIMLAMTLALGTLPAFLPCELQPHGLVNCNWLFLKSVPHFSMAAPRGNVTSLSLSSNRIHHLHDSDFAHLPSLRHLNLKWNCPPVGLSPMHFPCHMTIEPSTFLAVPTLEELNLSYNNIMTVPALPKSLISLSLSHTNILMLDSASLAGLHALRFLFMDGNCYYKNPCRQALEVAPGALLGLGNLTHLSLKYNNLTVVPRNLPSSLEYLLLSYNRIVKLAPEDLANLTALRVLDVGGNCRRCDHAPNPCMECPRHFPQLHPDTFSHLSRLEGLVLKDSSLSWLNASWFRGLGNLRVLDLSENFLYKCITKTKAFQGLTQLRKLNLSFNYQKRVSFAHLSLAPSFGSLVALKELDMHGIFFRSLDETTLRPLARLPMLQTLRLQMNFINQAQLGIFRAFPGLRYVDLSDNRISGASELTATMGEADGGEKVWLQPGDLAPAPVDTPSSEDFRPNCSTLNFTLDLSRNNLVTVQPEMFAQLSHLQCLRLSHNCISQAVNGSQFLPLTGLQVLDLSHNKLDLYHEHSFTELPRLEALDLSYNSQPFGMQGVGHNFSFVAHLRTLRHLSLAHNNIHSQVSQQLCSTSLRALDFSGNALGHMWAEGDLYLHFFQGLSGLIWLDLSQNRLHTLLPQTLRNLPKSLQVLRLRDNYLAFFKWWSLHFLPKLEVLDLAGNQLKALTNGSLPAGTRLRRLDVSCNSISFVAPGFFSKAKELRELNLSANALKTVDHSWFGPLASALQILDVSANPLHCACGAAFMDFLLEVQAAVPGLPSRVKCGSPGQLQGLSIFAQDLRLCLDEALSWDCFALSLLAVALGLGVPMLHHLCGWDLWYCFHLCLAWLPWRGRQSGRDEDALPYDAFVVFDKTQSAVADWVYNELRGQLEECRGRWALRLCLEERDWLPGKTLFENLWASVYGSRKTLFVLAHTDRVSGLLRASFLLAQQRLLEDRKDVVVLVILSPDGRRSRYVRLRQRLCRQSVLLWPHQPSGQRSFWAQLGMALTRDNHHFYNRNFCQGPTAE
NR5A2 inv ag – NR5A2 inverse agonism in reporter assay | O00482 | HEK293T StAR-luciferase reporter, LRH-1 transfected, 24 h | inhibition, % at 3.6 µM | 360,000 tested, 0.13% active | AID 602396;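 active = inhibition above the mean inhibition of all tested compounds plus 3 SD, cut at about 73% in these data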;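 note: 0% = DMSO wells and 100% = reporter-only cells lacking LRH-1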
NR2F2 inh – blocks human COUP-TFII nuclear receptor; 370,000 tested, 0.7% active; inhibition, % at 8.6 µM; P24468; HEK293T NGFI-A luciferase reporter, luminescence;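 active = inhibition above a per-plate cutoff, mean inhibition of test wells between control levels plus 3 SD, cut at about 38% in these data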;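 note: cells cotransfected with COUP-TFII expression vector driving the NGFI-A reporter; 0% = median of COUP-TF2 test wells and 100% = reporter-only cells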
SRC3 inh – inhibitors of human steroid receptor coactivator 3 (SRC3). HEK293 GAL4-SRC3 luciferase reporter, luminescence. Q9Y6Q9. inhibition, % at 3.6 µM. 360,000 tested, 0.17% active;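 active = inhibition above a per-campaign cutoff, the mean of all compounds plus 3 SD, cut at about 60% in these data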;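 note: 0% = DMSO-treated cells and 100% = gossypol-treated cells at 36 µM; higher means less SRC3-driven luciferase light from the GAL4 reporter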
MC4R barr agon – activates human MC4R beta-arrestin recruitment. P32245. U2OS MC4R beta-arrestin complementation, luminescence; percent of melanotan II response, DMSO zero. activation, % at 8.9 µM. 360,000 tested, 0.98% active;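 active = activation above a per-plate cutoff, the mean activation of sample wells on that plate plus 3 SD, cut at about 8% in these data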
NCOA2 inhibitor – inhibits human steroid receptor coactivator 2 | inhibition, % at 9 µM | 370,000 tested, 0.17% active | HEK293 GAL4-SRC2 luciferase reporter, luminescence | AID 651957;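 active = inhibition above the mean inhibition of all tested compounds plus 3 SD, set per campaign, cut at about 52% in these data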;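 note: 0% = DMSO treated cells and 100% = cells given Gossypol at 36 µM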
SRC1 inh – inhibits human SRC1 coactivator; Q15788; HEK293 GAL4-SRC1 luciferase reporter, luminescence; inhibition, % at 3.6 µM; 360,000 tested, 0.12% active;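 active = inhibition above the campaign mean plus 3 SD, with each screening campaign given its own cutoff, cut at about 60% in these data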;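 note: 0% = DMSO treated cells and 100% = gossypol at 36 µM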
EBV LMP1 NFkB – Epstein-Barr LMP1 NF-kappaB reporter inhibition; LMP1-induced NF-kappaB luciferase reporter cells, luminescence; inhibition, % at 12.5 µM; 350,000 tested, 0.69% active; AID 504558; in the data active = inhibition above about 41%;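 note: 0% = neutral control wells and 100% = reference inhibitor control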
The depositor's hits bear a star; nt = not tested or not shown. Not all compounds are listed; count on the stated rates, not on these rows.

SMILES	NOD2-RIPK2 inh	ABHD5-PLIN5 inh	MC4R antagonist	TLR9-MyD88 inh	NR5A2 inv ag	NR2F2 inh	SRC3 inh	MC4R barr agon	NCOA2 inhibitor	SRC1 inh	EBV LMP1 NFkB
Cc1ccc(C(C)C)c(OCCCN2CCc3ccccc3C2)c1	-4	-9	-1	-12	16	-17	-7	4.5	1	-6	6
O=C(OCC(=O)N1CCc2ccccc21)c1ccc(Cl)nc1	-11	4	4	0	21	-18	-25	0.0	-9	-1	5
O=C(O)c1ccn(COc2ccc(Br)cc2)n1	-9	-7	16	-14	-9	-5	2	0.0	-20	-2	1
Cc1cc(=O)n2c3c(c4c(cc13)c(CN(C)C)cc(=O)n4C)OC2	8	-5	3	-9	15	78*	-4	-0.7	58*	-13	-10
O=C(CSc1nnc(CNC(=O)c2cccs2)o1)Nc1ccc2c(c1)OCO2	-3	5	-2	-2	22	-1	-4	-1.0	-17	1	5
Cc1[nH]n(-c2c(Cl)cc(Cl)cc2Cl)c(=O)c1C=Nc1ccc(S(=O)(=O)N2CCOCC2)cc1	4	-7	11	-8	-39	-23	-31	-2.2	-2	-17	-1
CC[C@]12c3[nH]c4ccccc4c3CCN1C(=O)C(CC(=O)NCCCN(C)C)C[C@@H]2C(=O)N1CCN(C(=O)c2ccco2)CC1 (some centres not stated)	-5	-5	4	-13	-16	6	6	-1.5	19	15	-6
CCOC(=O)N1CCC(NC(=O)c2cc3ccccn3n2)CC1	-3	2	4	0	-1	-11	-3	-0.2	8	-7	-5
O=C(CSc1nnc(CNC(=O)c2c(F)cccc2F)o1)NCc1ccc2c(c1)OCO2	1	1	-1	-3	25	-2	-4	-0.3	-15	2	2
O=C(O)CCC(=O)NNC(=O)c1cccc(Cl)c1	0	-5	-6	-2	-5	6	-13	-0.7	-28	-8	1
CC(C)c1ccc(NC(=O)c2ccc(-c3ccnn3C)c3ccoc23)cc1	-5	-8	14	nt	-13	nt	-38	2.8	nt	-19	nt
Cc1cc(C)n(Cc2cccc(C(=O)N/N=C/c3ccncc3)c2)n1	6	2	-5	3	-8	-7	-2	-4.3	7	-26	-5
Cc1ccc(NC(=S)NCc2ccc(S(N)(=O)=O)cc2)c(C)c1	-7	2	-4	10	-7	-13	12	-0.4	2	12	-1
CCOc1ccc2nc(SCC(=O)NCc3ccccc3OC)[nH]c2c1	6	-4	2	0	1	27	9	-2.8	9	6	-1
COC(=O)[C@@]12C[C@@H](CC(=O)N3CCCC3)C(=O)N(Cc3ccccc3)C1=CCC(C)(C)C2	-1	-1	nt	nt	5	-5	nt	nt	-11	nt	nt
COC(=O)c1c(/N=C/N(C)C)sc2c1CCN(c1ncc(C(F)(F)F)cc1Cl)C2	3	2	0	-2	-3	5	-7	-1.7	-1	-4	4
Cc1ccc(C(C(=O)NCc2ccco2)N(CC2CCCO2)C(=O)Cn2nnc3ccccc32)cc1 (configuration not stated)	-8	0	3	6	0	-2	3	-1.0	7	6	-7
O=S1(=O)NC2c3ccccc3CC2O1 (configuration not stated)	-5	-6	11	-2	0	-17	-4	1.2	-5	-42	-9
O=C1c2ccccc2C(=O)N1OCc1cccc(Cl)c1	3	11	7	7	1	11	-3	0.2	-7	-5	5
Cc1cc(=O)oc(C)c1C(=O)N1CCN(c2ccc(F)cc2)CC1	0	-11	0	-1	-13	-6	0	-1.6	-18	-2	-4

An excerpt from further up:
SMILES	NOD2-RIPK2 inh	ABHD5-PLIN5 inh	MC4R antagonist	TLR9-MyD88 inh	NR5A2 inv ag	NR2F2 inh	SRC3 inh	MC4R barr agon	NCOA2 inhibitor	SRC1 inh	EBV LMP1 NFkB
O=C1c2ccccc2C(=O)N1OCc1cccc(Cl)c1	3	11	7	7	1	11	-3	0.2	-7	-5	5
Cc1cc(=O)oc(C)c1C(=O)N1CCN(c2ccc(F)cc2)CC1	0	-11	0	-1	-13	-6	0	-1.6	-18	-2	-4

Carrying on.
SMILES	NOD2-RIPK2 inh	ABHD5-PLIN5 inh	MC4R antagonist	TLR9-MyD88 inh	NR5A2 inv ag	NR2F2 inh	SRC3 inh	MC4R barr agon	NCOA2 inhibitor	SRC1 inh	EBV LMP1 NFkB
O=C(NCc1ccco1)C(=O)NCC(c1ccco1)N1CCOCC1 (configuration not stated)	-6	-1	24	-3	-4	8	-3	1.4	-10	2	-4
CC(C)CN(C(=O)c1cccc(F)c1)c1c(N)n(CC(C)C)c(=O)[nH]c1=O	-4	2	18	-2	3	-12	-20	-0.9	-2	-16	2
CCc1ccc(NC(=O)c2cccc(NC3=NC4CS(=O)(=O)CC4S3)c2)cc1 (configuration not stated)	19	-3	-2	8	-6	2	2	-1.1	-13	13	4
CCOc1ccc(CNc2cccc(SC)c2)cc1	-2	-5	3	-7	-2	-5	10	-1.8	-15	-12	5
CCOC(=O)CSc1nc2ccccc2c(=O)n1C1CCCC1	0	-6	-3	-15	0	-18	9	0.1	-21	-6	5
Nc1ncnc2c1ncn2[C@@H]1O[C@H](CNCc2ccccc2OCc2ccc(Cl)cc2Cl)[C@@H](O)[C@H]1O	4	8	7	-6	-30	-10	-6	-1.1	3	-13	3
COC(=O)c1cc2oc(C)cc2n1CC(=O)N1CCCc2ccccc21	2	5	3	12	-9	-3	2	0.3	2	4	-10
O=C1NC[C@H](CCCCN2CCN(CCc3ccccc3)C(=O)C2=O)N(Cc2ccccc2)C1=O	-6	2	nt	nt	-1	-10	nt	nt	4	nt	nt
CCn1c(CNc2ccc(Cl)cc2)nnc1SCc1ccccc1	0	-4	-2	-3	-9	10	6	-1.7	18	-8	5
O=C(COc1ccc(Cl)cc1)NC1CC1	-9	8	-7	-2	5	8	15	-0.1	-18	16	-7
Cc1ccc(NC(=O)COC(=O)c2cccc(N3C(=O)c4ccccc4C3=O)c2)cc1	-13	-3	4	6	-22	13	-3	2.2	4	3	-5
COCCc1nnc(NC(=O)Cc2ccccc2)s1	-5	5	4	-14	15	19	-13	-1.5	-3	-3	-6
CCOCCCNc1ncnc2c1nc1n2CCCC1	12	-4	14	0	-1	8	-10	-0.6	-21	-26	-1
CCCC(=O)Nc1sc2c(c1C(=O)Nc1ccccn1)CCCC2	-4	-2	3	2	43	5	-4	3.0	3	12	4
CCc1noc(C)c1C(=O)N1CCN(S(=O)(=O)c2ccc(Br)cc2)CC1	-6	-13	8	-2	-8	10	-12	0.2	3	6	-4
O=C(CSc1nnc(COc2ccccc2)o1)Nc1nccs1	-4	-10	14	-14	-18	2	-16	2.0	-7	6	3
COc1ccc(NC(=O)CSc2nc3c(c(=O)n2C)SCC3)cc1OC	4	8	1	-7	10	-4	12	-2.5	7	-11	1
O=S(=O)(Nc1cccc(-n2cnnn2)c1)c1cnc(Cl)c(Cl)c1	-22	3	6	1	-4	-4	-5	-2.2	10	-13	-3
CCCCN(C=O)c1c(CC)nc2c(OCC(=O)C(C)(C)C)cccn12	9	3	2	nt	1	1	-7	-1.2	-15	7	nt
CC1(C(=O)OCC(=O)Nc2ccc3ccccc3c2)CC1(Cl)Cl (configuration not stated)	4	7	-3	4	-31	-23	-33	3.7	-23	-22	1
O=C(c1cccn2c(=O)c3cc(Cl)ccc3nc12)N1CCOCC1	18	0	-1	5	-6	18	-6	-0.5	13	-13	-3
CCOc1cc(C(=O)NC(=S)Nc2ccc(Cl)c(C(=O)O)c2)cc(OCC)c1OCC	2	-4	2	-4	-6	3	29	-2.7	-3	2	-5
COc1ccccc1NC(=O)Nc1nc(CC(=O)NCc2c(F)cccc2F)cs1	-7	-4	6	0	-4	9	-7	-1.5	-5	-2	3
CN(C)S(=O)(=O)c1cccc(C(=O)Nc2ccccc2)c1	-7	6	2	-1	-8	-6	-9	-0.9	-56	-23	-1
O=C(CC(=O)NCCc1ccccc1)NCCc1ccccc1	7	9	3	4	2	7	-13	-1.4	-20	-8	7
COc1ccc(C2C(C(=O)Nc3cc(C)on3)c3ccccc3C(=O)N2C)cc1OC (configuration not stated)	-5	2	-3	5	0	-6	0	0.7	-12	-2	-1
CCCCOC(=O)CSc1nc2c(c(=O)[nH]c(=O)n2C)n1C/C=C(\C)Cl	-4	2	7	-5	1	5	-1	0.3	-6	7	1
CC(=O)c1cccc(CN2CCN(Cc3ccc(F)cc3)C(CCO)C2)c1 (configuration not stated)	-23	15	5	-3	-5	-3	18	1.5	-35	-6	-1
O=C(c1ccccc1F)N(Cc1nc2ccccc2c(=O)[nH]1)C1CCCC1	-1	1	21	-16	-11	10	7	0.9	-16	1	15
COc1ccc2[nH]c3c(c2c1)CNCC3	-2	3	3	-5	-3	-11	3	0.4	-9	-7	-19
CCCCOc1cccc(C(=O)O)c1	2	-2	-3	15	-4	5	24	-2.5	1	-7	0
COc1ccccc1CNC(=O)CCC(=O)Nc1nnc(C)s1	-7	-5	4	2	-7	9	-14	1.0	11	-9	-5
CC(C)Cn1c(SCC(=O)N2CCc3ccccc3C2)nc2cc(Cl)ccc2c1=O	-5	0	5	-7	-7	-15	6	-1.7	21	-7	8
CCC(O)CNc1nc(SC)nc2sc3c(c12)CCN(C)C3 (configuration not stated)	-5	6	3	6	7	5	11	1.4	6	3	7
O=C(O)c1ccc([N+](=O)[O-])cc1Sc1ccsc1	7	4	5	1	8	1	-6	-1.9	-3	4	-3
CCC(=O)N(CC(=O)Nc1sc(C)c(C)c1C(N)=O)C1CCCCC1	2	-1	24	-2	11	-5	6	-1.8	15	3	-3
Fc1cccc(Cl)c1CNc1ccc(N2CCCC2)cc1	-3	-5	6	-12	-13	-15	-14	-1.8	0	-11	-5
CCC(C)NC(=O)C1CCCN(S(=O)(=O)c2ccc(-n3cnnn3)cc2)C1 (configuration not stated)	-8	-1	15	-2	11	-13	17	2.6	11	0	1
COc1cc(OC)c(C2=NOC(C(=O)N3CCc4ccccc4C3)C2)cc1Cl (configuration not stated)	4	-4	21	-1	5	6	16	1.4	3	14	7
Cc1nc(SC(C(=O)c2ccccc2)c2ccccc2)n[nH]1 (configuration not stated)	4	-2	7	-6	-9	-12	-6	-0.5	6	-22	-1
CCN(CC(=O)NC1CCS(=O)(=O)C1)S(=O)(=O)c1cc([N+](=O)[O-])ccc1C (configuration not stated)	-5	0	-5	-22	-13	3	-7	-0.9	-25	2	5
COCCN(C(=O)CSc1nnc(-c2cccc(Cl)c2)n1N)c1c(N)n(CC(C)C)c(=O)[nH]c1=O	-5	-1	10	7	12	3	9	0.0	3	5	-2
CC(C)C(=O)NNc1ccc(C(F)(F)F)cn1	-13	1	0	-9	-18	-9	20	-1.4	4	-13	5
Cc1cc(NC(=O)CC2(CC(=O)O)CCCC2)n(C)n1	-11	2	5	3	1	-10	15	1.6	-11	16	-5
CNC(=O)C1CC(=O)N(Cc2ccc3c(c2)OCO3)C(=Nc2ccc(OC)cc2)S1 (configuration not stated)	-12	12	-9	4	22	6	-3	1.4	24	0	0
Cc1cc(/C=C(/C#N)c2cccc(F)c2)c(C)n1-c1cccnc1	5	3	8	-8	21	-14	-27	3.1	-38	-23	-40
